MEKK3 PB1 HTS: MEKK3-MEK5 PB1 interaction, increase or decrease. AID 1529. actives 1.4% (n = 290,000). binding response (% of control), % at 10 µM. Q99759. bead-based flow cytometry, Alexa488-MEK5 binding to MEKK3; actives lie on both sides; 0 = blocked by unlabeled MEK5, 100 = vehicle;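 active = binding response more than 3 SD above or below the average of its plate-row segment, actives on both sides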;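 also: Alexa488 bead fluorescence after subtracting the streptavidin-only scavenger bead signal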
HCV NS3 hel inh: blocks Hepatitis C virus NS3 helicase unwinding. inhibition, % at 10.9 µM. actives 0.56% (n = 290,000). NS3 helicase DNA unwinding, Cy5 molecular beacon fluorescence;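 active = inhibition above the mean of all tested compounds plus 3 SD, set per campaign, cut at about 35% in these data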;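 also: 0% = DMSO wells and 100% = thioflavine S control wells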
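Compound dosing – single dose, 10.9 µM nominal final, DMSO 0.8% final · System – NS3 helicase fragment of HCV · Buffer or medium – MOPS pH 6.5, MgCl2, DTT, Tween20, BSA · Signal – Cy5 beacon fluorescence read at start and 1 h · Also added – annealed dual-labelled DNA beacon duplex, ATP-started · Schedule – 1 h at 25 °C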
pCIP destab: lowers stability of the mouse p/CIP coactivator protein; Q05BA5; F442A p/CIP-EGFP cells, EGFP fluorescence, 16 h; decrease of EGFP signal, % at 10 µM; actives 0.01% (n = 290,000); AID 1984;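 active = EGFP signal decrease of at least 30% at 10 µM or well 3 SD below plate mean, unless failing retest; inactive = the rest, including hits failing retest or dose response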; also: some compounds called inactive have numbers as strong as hits; many of its hits are not listed in these tables
Target sequence (Q05BA5 1-1403): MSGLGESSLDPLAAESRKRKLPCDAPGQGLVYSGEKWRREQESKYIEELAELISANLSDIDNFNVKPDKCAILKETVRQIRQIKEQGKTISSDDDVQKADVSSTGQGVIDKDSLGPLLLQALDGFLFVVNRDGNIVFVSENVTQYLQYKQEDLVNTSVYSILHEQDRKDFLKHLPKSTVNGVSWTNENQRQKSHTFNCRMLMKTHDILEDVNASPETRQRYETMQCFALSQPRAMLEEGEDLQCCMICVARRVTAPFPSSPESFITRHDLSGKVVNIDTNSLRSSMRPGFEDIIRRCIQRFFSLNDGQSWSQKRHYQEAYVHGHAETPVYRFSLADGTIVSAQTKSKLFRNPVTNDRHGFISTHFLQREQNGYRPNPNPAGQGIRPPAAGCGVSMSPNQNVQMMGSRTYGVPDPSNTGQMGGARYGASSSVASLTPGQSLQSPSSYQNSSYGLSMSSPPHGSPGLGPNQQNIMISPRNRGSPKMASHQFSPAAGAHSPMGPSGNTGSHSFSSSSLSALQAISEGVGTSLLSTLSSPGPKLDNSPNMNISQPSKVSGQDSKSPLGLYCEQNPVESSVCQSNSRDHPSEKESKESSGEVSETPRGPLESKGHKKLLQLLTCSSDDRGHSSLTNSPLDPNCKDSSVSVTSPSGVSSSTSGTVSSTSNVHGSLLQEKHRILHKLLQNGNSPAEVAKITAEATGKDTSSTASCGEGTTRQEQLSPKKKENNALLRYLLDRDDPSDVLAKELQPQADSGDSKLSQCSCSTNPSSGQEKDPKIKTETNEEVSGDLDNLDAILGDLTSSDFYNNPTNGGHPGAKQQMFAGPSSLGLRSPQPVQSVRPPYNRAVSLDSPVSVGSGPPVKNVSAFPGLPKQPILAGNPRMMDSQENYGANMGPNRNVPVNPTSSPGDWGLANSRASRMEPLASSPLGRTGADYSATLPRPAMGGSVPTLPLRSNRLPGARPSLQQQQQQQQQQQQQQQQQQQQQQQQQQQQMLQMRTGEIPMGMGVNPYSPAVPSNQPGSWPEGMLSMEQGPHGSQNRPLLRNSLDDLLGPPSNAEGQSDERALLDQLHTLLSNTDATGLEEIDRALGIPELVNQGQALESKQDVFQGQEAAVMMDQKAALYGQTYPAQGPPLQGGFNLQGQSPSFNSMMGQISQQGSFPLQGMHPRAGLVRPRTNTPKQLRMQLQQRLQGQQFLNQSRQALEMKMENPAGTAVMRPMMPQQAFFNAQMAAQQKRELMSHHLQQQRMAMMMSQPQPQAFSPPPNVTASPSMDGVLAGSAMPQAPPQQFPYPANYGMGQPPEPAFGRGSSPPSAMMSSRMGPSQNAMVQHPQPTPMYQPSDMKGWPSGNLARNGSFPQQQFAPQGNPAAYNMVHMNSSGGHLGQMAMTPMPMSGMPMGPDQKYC
SUMO HTRF inh: blocks human SUMOylation mediated by UBC9; P63279; HTRF SUMOylation assay, SAE1/SAE2 + UBC9, in vitro; inhibition, % at 35 µM; actives 0.36% (n = 290,000); AID 2006; in the data active = inhibition above about 50%, passing the limit was not always enough; also: strong numbers were not always called active
PHOSPHO1 inh: blocks human PHOSPHO1 phosphatase activity | Q8TCT1 | recombinant PHOSPHO1, absorbance phosphatase assay | inhibition, % at 13.3 µM | actives 1.1% (n = 290,000) | AID 1565; in the data active = inhibition above about 60%
IMP-1 inhibitor: blocks Pseudomonas aeruginosa IMP-1 metallo-beta-lactamase; actives 0.45% (n = 290,000); AID 1556; purified IMP-1, nitrocefin hydrolysis, epi-absorbance fluorescence; inhibition, % at 5.6 µM;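 active = inhibition above the mean plus 3 SD of all compounds in the same screening run, cut at about 4.5% in these data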;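 also: 0% = IMP-1 with DMSO and 100% = DMSO wells lacking enzyme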
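Assay system: purified IMP-1; Quantity: IMP-1 0.2 nM before substrate addition; Medium: HEPES buffer pH 7.1 with ZnSO4 and Brij 35; Incubation: 15 min enzyme–compound preincubation, then 25 min nitrocefin reaction, 25 °C; Signal: fluorescence quenching readout, ex 480/em 530 nm; Controls: DMSO with and without IMP-1; Repeats: singlicate testing.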
DNA FID counter: counter-screen for HCV NS3 helicase inhibitors: DNA intercalator displacement; AID 1845; inhibition, % at 7.9 µM; DNA fluorescent intercalator displacement, fluorescence; actives 0.17% (n = 290,000); in the data active = inhibition above about 37%;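 also: 0% = vehicle and 100% = reference compound; higher means more ethidium bromide displaced from hairpin DNA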
IDE cell activ: IDE (human) activation, cell-based. P14735. activation, % at 5.96 µM. HEK cells, FAbeta-B cleavage, fluorescence polarization; 0% vehicle, 100% cell-free pure enzyme wells. AID 493087. actives 0.073% (n = 340,000);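 active = activation above the mean of all tested compounds plus 3 SD, set per screening campaign, cut at about 17% in these data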
VIM-2 inhibitor: blocks Pseudomonas aeruginosa VIM-2 metallo-beta-lactamase | purified VIM-2, nitrocefin hydrolysis, epi-absorbance fluorescence | AID 1527 | inhibition, % at 5.6 µM | actives 0.89% (n = 290,000);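 active = inhibition above the mean of all tested compounds plus 3 SD, cutoff set per screening run, cut at about 7.5% in these data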;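 also: red hydrolysis product quenches plate fluorescence so inhibitors raise well fluorescence; 0% = enzyme with DMSO and 100% = DMSO without enzyme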
* marks the source's active call; other numbers are inactive results; / = not tested or not shown.

Assay codes – A = MEKK3 PB1 HTS; B = HCV NS3 hel inh; C = pCIP destab; D = SUMO HTRF inh; E = PHOSPHO1 inh; F = IMP-1 inhibitor; G = DNA FID counter; H = IDE cell activ; I = VIM-2 inhibitor
> O=C(C1CCC(=O)N1C1CCCC1)N1CCC2(CC1)OCCO2 (centres undefined)
  A: 96 | B: 15 | C: -6 | D: 7 | E: 16 | F: -1.2 | G: -8 | H: 1 | I: -2.0

> O=C(NC1CC1)C1CSC(c2cccnc2)=N1 (centres undefined)
  A: 108 | B: -6 | C: -7 | D: -4 | E: 7 | F: -2.6 | G: -2 | H: -3 | I: -1.1

> CC(Cc1cnccn1)NCc1c(C(=O)N2CCCCCCC2)nc2ccc(Cl)cn12 (centres undefined)
  A: 97 | B: -11 | C: 3 | D: 0 | E: 48 | F: -1.3 | G: -8 | H: 3 | I: -5.0

> CNC(=O)Oc1ccc(C(=O)N2c3ccccc3NC(=O)C2C)cc1 (centres undefined)
  A: 106 | B: -1 | C: -7 | D: 6 | E: 22 | F: -2.2 | G: -6 | H: 0 | I: -2.2

> CN(C)C(=O)Oc1cccc(OCc2n(C)c3ccccc3[n+]2C)c1
  A: 103 | B: -2 | C: -7 | D: 14 | E: -7 | F: -1.5 | G: 0 | H: 2 | I: -2.7

> CN1CCC(OC(=O)Cc2ccccc2)CC1
  A: 101 | B: -1 | C: 3 | D: 4 | E: 2 | F: -2.3 | G: 10 | H: 3 | I: -4.1

> O=C(COc1ccc2ccc(=O)oc2c1)N1C[C@H]2C[C@@H](C1)c1cccc(=O)n1C2
  A: 101 | B: -15 | C: 0 | D: 6 | E: -2 | F: -1.2 | G: -5 | H: 1 | I: 1.1

> O=C(Cc1ccccc1)Oc1ccccc1N1C(=O)CCC1=O
  A: 107 | B: -5 | C: 2 | D: -1 | E: 0 | F: -1.3 | G: -5 | H: 3 | I: -4.1

> C[n+]1c2ccccc2nc2ccc(NCCO)cc21
  A: 85 | B: 21 | C: -10 | D: -9 | E: 16 | F: -5.0 | G: -105 | H: 1 | I: 6.8

> O=C(CCN1CCCCC1)Nc1ccc(Cl)cc1C(=O)c1ccccc1
  A: 103 | B: -48 | C: -2 | D: -19 | E: 16 | F: -0.4 | G: -10 | H: -1 | I: 0.3

> CC/C(=N\NC(=O)Nc1ccccc1)c1c(O)n(Cc2ccccc2)c(=O)[nH]c1=O
  A: 132* | B: 5 | C: -7 | D: 16 | E: -12 | F: -2.9 | G: -28 | H: / | I: -5.0

> CCCOc1ccc(N2C(=O)CC(N3CC=C(c4ccccc4)CC3)C2=O)cc1 (centres undefined)
  A: 106 | B: 11 | C: 2 | D: 11 | E: 8 | F: -2.8 | G: -28 | H: -4 | I: -3.5

> COc1ccc(-n2c(O)c(C=Nc3c(C)n(C)n(-c4ccccc4)c3=O)c(=O)[nH]c2=O)cc1
  A: 107 | B: 6 | C: 2 | D: 14 | E: 6 | F: -3.0 | G: -7 | H: -2 | I: 0.3

> CN1CCN(C(=O)Cc2nc3ccccc3[nH]2)CC1
  A: / | B: -2 | C: 0 | D: 13 | E: 13 | F: -4.0 | G: 1 | H: 0 | I: -3.8

> Fc1ccc(CNCCc2ccc3c(c2)OCO3)cc1
  A: 106 | B: 6 | C: 2 | D: 8 | E: 34 | F: -1.4 | G: 6 | H: 7 | I: -1.9

Next results
smiles	MEKK3 PB1 HTS	HCV NS3 hel inh	pCIP destab	SUMO HTRF inh	PHOSPHO1 inh	IMP-1 inhibitor	DNA FID counter	IDE cell activ	VIM-2 inhibitor
CCn1c(O)c(C=Nc2ccc(S(N)(=O)=O)cc2)c(=O)[nH]c1=S	105	6	-21	12	-13	0.0	-2	-6	-1.2
COc1ccc(C(=O)C23CN4CN(CN(C4)C2)C3)cc1	103	-10	8	1	-7	-1.5	7	2	3.0
Cn1cc(C(=O)NP(=O)(N2CCOCC2)N2CCOCC2)c2ccccc21	105	6	9	11	23	-4.0	2	3	-3.1
O=c1c2ccccc2nc(/C=C/c2ccc(F)cc2)n1-c1ccccn1	96	-6	-3	11	39	-1.3	0	/	-3.2
Cc1ccc(N2C(=O)/C(=C/c3ccc(CN(CCC#N)S(C)(=O)=O)o3)C(=O)NC2=S)cc1	100	28	-1	-4	-113	-1.5	-18	0	-3.0
O=c1[nH]c(O)c(C=NCCc2ccccc2)c(=O)[nH]1	96	11	-3	14	16	-1.0	-5	5	-1.6
CN1CCN2c3ccc(N)cc3CC3(C(=O)NC(=O)NC3=O)C2C1 (centres undefined)	124	25	-3	79*	18	-5.8	10	/	0.1
COc1ccc(-c2nn(CCC#N)cc2C(=O)NCc2ccccc2)cc1OC	106	-1	-9	12	30	-3.0	-10	1	0.0
N#Cc1ccccc1Cn1cc(C(=O)c2ccccc2F)c2ccccc21	106	8	-6	-8	-3	-2.8	-19	4	0.1
C/C(=N\NC(=O)c1ccncc1)c1c(O)n(-c2ccccc2)c(=O)[nH]c1=O	97	-1	-10	17	46	-1.3	-10	/	-2.6
CC(=O)Nc1cc(C(=O)N2CCC3(CC2)OCCO3)ccc1S(=O)(=O)c1ccc(Cl)cc1	99	6	-8	10	-1	1.4	-14	10	-2.5
CCCCN1CCC(O)(c2ccccc2)C(C(=O)c2ccccc2)C1 (centres undefined)	103	4	-19	-30	1	-2.6	0	7	0.7
O=C(c1cc(-c2cccnc2)nc2ccc(Cl)cc12)N1CCC2(CC1)OCCO2	103	-1	0	9	24	-3.7	-5	2	-0.6

Reformatted: 14 of the compounds above
Values run as follows: MEKK3 PB1 HTS, HCV NS3 hel inh, pCIP destab, SUMO HTRF inh, PHOSPHO1 inh, IMP-1 inhibitor, DNA FID counter, IDE cell activ, VIM-2 inhibitor
- Fc1ccc(CNCCc2ccc3c(c2)OCO3)cc1
 : 106, 6, 2, 8, 34, -1.4, 6, 7, -1.9
- CCn1c(O)c(C=Nc2ccc(S(N)(=O)=O)cc2)c(=O)[nH]c1=S
 : 105, 6, -21, 12, -13, 0.0, -2, -6, -1.2
- COc1ccc(C(=O)C23CN4CN(CN(C4)C2)C3)cc1
 : 103, -10, 8, 1, -7, -1.5, 7, 2, 3.0
- Cn1cc(C(=O)NP(=O)(N2CCOCC2)N2CCOCC2)c2ccccc21
 : 105, 6, 9, 11, 23, -4.0, 2, 3, -3.1
- O=c1c2ccccc2nc(/C=C/c2ccc(F)cc2)n1-c1ccccn1
 : 96, -6, -3, 11, 39, -1.3, 0, /, -3.2
- Cc1ccc(N2C(=O)/C(=C/c3ccc(CN(CCC#N)S(C)(=O)=O)o3)C(=O)NC2=S)cc1
 : 100, 28, -1, -4, -113, -1.5, -18, 0, -3.0
- O=c1[nH]c(O)c(C=NCCc2ccccc2)c(=O)[nH]1
 : 96, 11, -3, 14, 16, -1.0, -5, 5, -1.6
- CN1CCN2c3ccc(N)cc3CC3(C(=O)NC(=O)NC3=O)C2C1 (centres undefined)
 : 124, 25, -3, 79*, 18, -5.8, 10, /, 0.1
- COc1ccc(-c2nn(CCC#N)cc2C(=O)NCc2ccccc2)cc1OC
 : 106, -1, -9, 12, 30, -3.0, -10, 1, 0.0
- N#Cc1ccccc1Cn1cc(C(=O)c2ccccc2F)c2ccccc21
 : 106, 8, -6, -8, -3, -2.8, -19, 4, 0.1
- C/C(=N\NC(=O)c1ccncc1)c1c(O)n(-c2ccccc2)c(=O)[nH]c1=O
 : 97, -1, -10, 17, 46, -1.3, -10, /, -2.6
- CC(=O)Nc1cc(C(=O)N2CCC3(CC2)OCCO3)ccc1S(=O)(=O)c1ccc(Cl)cc1
 : 99, 6, -8, 10, -1, 1.4, -14, 10, -2.5
- CCCCN1CCC(O)(c2ccccc2)C(C(=O)c2ccccc2)C1 (centres undefined)
 : 103, 4, -19, -30, 1, -2.6, 0, 7, 0.7
- O=C(c1cc(-c2cccnc2)nc2ccc(Cl)cc12)N1CCC2(CC1)OCCO2
 : 103, -1, 0, 9, 24, -3.7, -5, 2, -0.6

Bioassay records: PubChem BioAssay, several laboratories

This is a subset. The share of hits here may be higher or lower than overall.
